# Screening data from PubChem BioAssay.
# T cell modulator = modulators of CD8 T cell-vesicle binding, primary screen, mouse 2C CD8+ T cells, flow cytometry; 2C CD8+ T cell-vesicle binding; stronger effect = lower value; calls only at 7 µM; hit rate 0.068% among 330,000;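 active means response, share of CD8 T cells binding vesicles, and their 90th percentile fluorescence all below set limits, cut at about 80% in these data, passing the limit was not always enough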
#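 Incubation: binding step 1.5 h, 37 °C, antibody labelling 20 min, ice; system: murine 2C transgenic CD8+ T lymphocytes; technique: cytometric PE anti-B7-1 and Alexa647 anti-CD8 signals after 1% paraformaldehyde fixation; also added: QL9-charged Drosophila Ld/ICAM-1/B7-1 vesicles; control set: naked versus QL9-loaded vesicles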
# T cell modulator vesicle-bound % = also measured in T cell modulator; calls as there; double positive events, %; measured here: CD8+ vesicle-bound cell fraction;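 binding gate set so that unloaded-vesicle control wells show 10% double positive cells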
# Numbers without * were called inactive; i = inactive; & = joins results of further samples.
SMILES,T cell modulator,T cell modulator vesicle-bound %
O=C(CC(CC(=O)c1ccccc1)c1ccccc1)c1ccccc1,i,53
O=C(O)CN1C(=O)/C(=C2\C(=O)N(Cc3ccccc3Cl)c3ccccc32)SC1=S,i,40
Cc1cc(C)c2c(N)c(C(=O)Nc3ccc(C)c(C)c3)sc2n1,i,54
CC(C)c1cccc(C2=CC(=O)C[C@H](c3ccc4c(c3)OCO4)C2)c1,i,27
Cc1ccc(N2CCN(C(=O)c3cc(-c4ccc(F)cc4)[nH]c3C)CC2C)cc1 (stereo unspecified),i,38
CCN(CC)S(=O)(=O)c1ccc(C(=O)OCC(=O)NC2CCCC2)cc1,i,27
CCCN1CCC(NC(=O)Cc2cccc(C)c2)CC1,i,53
Cc1cc(NC(=O)C(C)Oc2ccccc2)no1 (stereo unspecified),i,20
Cc1ccccc1-n1c(SCC(=O)c2c(N)n(C3CC3)c(=O)[nH]c2=O)nnc1N1CCOCC1,i,45
CCN(Cc1cccc(F)c1)C(=O)c1ccc2ccccc2n1,i,39
CC1CN(C(=O)Nc2ccc(F)cc2F)CC(C)O1 (stereo unspecified),i,27
O=C(C[C@H]1C(=O)N(Cc2ccccc2)C[C@@H]1Cc1ccccc1)Nc1ccccc1,i,41
C[C@@H]1CN([C@H](C)CO)C(=O)Cc2cc(NC(=O)Cn3cnnn3)ccc2O[C@@H]1CN(C)Cc1ccc(Cl)c(Cl)c1,i,13
N#Cc1ccc(OCC(=O)N2CCCC2=O)cc1,i,43
O=C(c1cc(Cl)nc2ccccc12)N1CCN(Cc2ccc3c(c2)OCO3)CC1,i,5
COC(=O)[C@]1(Cc2ccccc2)N[C@H](CN(C)S(=O)(=O)c2ccc(-c3ccccc3)cc2)[C@@H]2C(=O)N(Cc3ccccc3)C(=O)[C@@H]21,i,10
CCC(Cc1ccccc1)NC(=O)c1cc(S(=O)(=O)N2CCCCC2)c[nH]1 (stereo unspecified),i,25
CSCC[C@H](NC(=O)[C@@H]1Cc2ccccc2CN1)C(=O)NC1CCCC1,i,35
Cc1ccc2c(c1)N(CC(=O)NCCCN1CCCCC1)C(=O)CO2,i,41
CCOC(=O)c1cc(-c2ccccc2)nn1Cc1cc(C)no1,i,20
O=C(N/N=C/c1ccccn1)c1cc(C2CC2)nc2ccccc12,i,39
O=C(N/N=C/c1ccc2c(c1)OCO2)c1ccc(Cl)cc1Cl,i,29
O=C(/C=C/c1ccc(O)c(O)c1)O[C@@H]1C[C@](O)(C(=O)O)C[C@@H](O)[C@H]1O,i,18&18
Cc1cccc(OC(=O)c2cccnc2)c1C,i,60
CC1CCCN(C(=O)C(=O)c2cn(CC(=O)N3CCCCCC3)c3ccccc23)C1 (stereo unspecified),i,10
O=C(c1ccc(F)cc1)N1CCC(C(=O)N(Cc2ccccc2)c2ccccc2)CC1,i,40
COC(=O)c1ccccc1Oc1cnc2ccccc2n1,i,46
CCCN(CC(=O)Nc1ccccc1OC)C(=O)CC1CCCC1,i,23
Cc1ccc(F)cc1NC(=O)CN1C(=O)NC(C)(c2ccc3c(c2)OCCO3)C1=O (stereo unspecified),i,26
Cc1ccc(NC(=S)N2CCC(NC(=O)c3ccc(C)cc3)CC2)cc1,i,27
CCC1(c2ccccc2)NC(=O)N(CC(=O)NC2(C#N)CCCCC2)C1=O (stereo unspecified),i,51
CN(Cc1cccnc1)C(=O)CCCc1c[nH]c2ccccc12,i,29
O=C(Cc1ccc(NC2=NC3CS(=O)(=O)CC3S2)cc1)Nc1ccc(F)cc1 (stereo unspecified),i,24
COc1ccc(CN2CCNC(=O)C2CC(=O)NC2CCCCCCC2)cc1C (stereo unspecified),i,22
Cc1cc(=O)oc2cc(OCC(=O)N3CCOCC3)c(Cl)cc12,i,7
O=C(Nc1ccc(Cl)cc1)c1ccc2snnc2c1,i,22
Cc1ccc2c(C)c(C(=O)NCCN3CCCC(O)C3)oc2c1C (stereo unspecified),i,41
O=C(O)/C=C\c1cccc(-n2nnnc2SCc2ccccc2F)c1,i,54
Oc1ccc(/C=N/N=C/c2ccc(O)c(O)c2)cc1O,i,60
CCOc1ccccc1NC(=O)NC1(C(=O)NCc2cccnc2)CCCCC1,i,43

# Quoted at random: 2 records from the list, in no set order.
SMILES,T cell modulator,T cell modulator vesicle-bound %
CCCN(CC(=O)Nc1ccccc1OC)C(=O)CC1CCCC1,i,23
Cc1cccc(OC(=O)c2cccnc2)c1C,i,60

# Going on with the list:
SMILES,T cell modulator,T cell modulator vesicle-bound %
Cn1c(=O)n(CCCO)c(=O)c2c1nc1n2CCCN1Cc1ccccc1,i,24
Cc1ccc(Cc2nnc(SCC(=O)Nc3ccccc3)[nH]c2=O)cc1,i,18
COc1ccc(/C=C(\NC(=O)c2ccco2)C(=O)N2CCOCC2)cc1,i,8
O=C(NCc1nnc2c(C(F)(F)F)cc(Cl)cn12)c1cccnc1,i,3
CCOC(=O)CCc1c(C)c2ccc(OCC(=O)N3CCOCC3)c(C)c2oc1=O,i,67
CC(C)(O)c1cc2ccc(C#Cc3ccsc3)cc2c(=O)o1,i,35
O=C(NC1CCN(S(=O)(=O)c2cccc([N+](=O)[O-])c2)CC1)C1CCCCC1,i,16
O=c1c(O)c(-c2ccccc2)oc2cc(O)cc(O)c12,i,7
OC[C@H]1O[C@@H](O[C@@H]2[C@@H](CO)O[C@@](O)(CO)[C@H]2O)[C@H](O)[C@@H](O)[C@H]1O,i,35
COc1ccc(S(=O)(=O)N(C)C[C@H]2Oc3ccc(NC(=O)NC(C)C)cc3C(=O)N([C@H](C)CO)C[C@@H]2C)cc1,i,8
COc1ccc(NC(=O)CSCC(=O)Nc2cc(Cl)ccc2N2CCOCC2)cc1,i,43
COc1ccc2oc(C(=O)N3CCN(C/C=C/c4ccccc4)CC3)c(C)c2c1,i,22
Cc1nc2scc(C)n2c(=O)c1S(=O)(=O)Nc1ccc(N2CCN(S(C)(=O)=O)CC2)cc1,i,18
O=C(O)c1ccccc1,i,11
Cc1ccc(N2CC(C(=O)NC3CCC(C)CC3)CC2=O)cc1 (stereo unspecified),i,68
COc1ccc2nc(NC(=O)CSCC(=O)Nc3cc(C)on3)sc2c1,i,32
COc1ccccc1/C=C/C(=O)Nc1cccnc1,i,52
CCC1Sc2ccc(S(=O)(=O)CCC(=O)Nc3cc(C)ccn3)cc2NC1=O (stereo unspecified),i,3
Cc1ccccc1NC(=O)NCCCCc1ccccc1,i,15
COc1ccccc1NC(=O)COC(=O)C1CC2CCCC(C1)C2=O (stereo unspecified),i,6
O=C(N[C@@H](Cc1ccccc1)C(=O)OCc1ccccc1)c1nc[nH]c1C(=O)N[C@@H](Cc1ccccc1)C(=O)OCc1ccccc1,i,20
Cc1nc(C)c(C(=O)OCC(=O)NCc2ccccc2)s1,i,50
CCC(C)NC(=O)C1CCN(CCCc2ccccc2)CC1 (stereo unspecified),i,61
CCN(CC)CCCNC(=O)C1CCC(CNS(=O)(=O)c2ccc(Cl)cc2)CC1 (stereo unspecified),i,20
O=C(N/N=C\C=C\c1ccc([N+](=O)[O-])o1)c1cccs1,i,20
CC(=O)Nc1c(C(=O)Nc2ccc3c(c2)OCO3)oc2ccccc12,i,30
CCOC(=O)[C@@H]1[C@H]2COc3ccccc3[C@H]2N2C(=O)N(c3ccc(F)cc3)C(=O)[C@]12C,i,46
O=c1ccc(S(=O)(=O)N2CCCC2)cn1Cc1ccc(F)cc1,i,33
CC1CC1C(=O)N1CCN(S(=O)(=O)c2cccc(F)c2)CC1 (stereo unspecified),i,30
COc1ccc([C@@H]2[C@@H]3C(=O)N(C(C)(C)C)C(=O)[C@@H]3[C@]3(C)C(=O)N(c4cccc(C)c4)C(=O)N23)cc1,i,21
Cc1cccc(OCCn2nnc3ccccc32)c1C,i,60
Cc1cc(N2C(=O)C(O)=C(C(=O)c3ccco3)C2c2cccc(O)c2)no1 (stereo unspecified),i,46
Cc1ccc(CNC(=O)c2ccc(N3CCC4(CC3)CC(c3cccc(Br)c3)=NO4)c(N)c2)cc1,i,4
CCOc1ccc(CN2CCNC(=O)C2CC(=O)NCc2cc(C)n(C)n2)cc1 (stereo unspecified),i,1
C[C@H](NC(=O)[C@@H]1CSC2c3ccccc3C(=O)N21)C(=O)NCc1c(F)cccc1Cl (stereo partly specified),i,20
Cc1ccc(S(=O)(=O)N2CCC(C(=O)OCC(=O)N3CCC(C)CC3)CC2)cc1C,i,53
COc1cccc(OCC(O)CN2CCN(c3ccc(F)cc3)CC2)c1 (stereo unspecified),i,12
COc1cccc(NC(=O)Nn2cnnc2)c1,i,54
COC(=O)c1ccc(CSc2nc3ccc(S(N)(=O)=O)cc3[nH]2)cc1,i,36
CCc1ccccc1NC(=O)C1CCCN1S(=O)(=O)c1ccc(-c2ccc(=O)[nH]n2)s1 (stereo unspecified),i,10
COc1ccc(CN(C)C(=O)[C@H](Cc2ccccc2)NC(=O)c2ccco2)c(OC)c1,i,48
COc1cccc(Nc2nn3c(=O)c4ccccc4nc3s2)c1,i,38
COc1ccc(C(=O)/C=C/c2ccc(O)cc2)c2c1CC(O)C(C)(C)O2 (stereo unspecified),i,15
Cc1cccc(C(=O)Oc2cc(C)[nH]c(=O)c2[N+](=O)[O-])c1,i,14
Cc1ccc(N(C(=O)c2csnn2)C(C(=O)NC2CCCCC2)c2ccccn2)cc1C (stereo unspecified),i,20
CC1O[C@@H](OC2C(O)C(O)C(CO)O[C@H]2OC2C[C@]3(C)C(CC(O)C4[C@@H]([C@]5(C)CC[C@@H](C(C)(C)O)O5)CC[C@]43C)[C@@]3(C)CCC(O)C(C)(C)C23)C(O)C(O)C1O (stereo partly specified),i,29
Cn1nccc1C(=O)NC1CCCc2c1cnn2-c1ccc(C(C)(C)C)cc1 (stereo unspecified),i,10
Cc1cc(NC(=O)CSCC(=O)N2CCN(c3ccccc3)CC2)no1,i,55
COc1cccc(C2=NN(C(=O)c3ccco3)C(c3ccco3)C2)c1 (stereo unspecified),i,66
O=C1CC2(CCN(C(=O)C3CC(=O)N(c4ccc(F)cc4)C3)CC2)Oc2ccccc21 (stereo unspecified),i,57
CCOC(=O)N1CCN(C(=O)CCc2cc(OC)c(OC)c(OC)c2)CC1,i,14
COc1ccc(/C=C2\COc3ccccc3C2=O)c(OC)c1,i,25
COC(=O)c1ccc(/C=N/NC(=O)C2CC(=O)N(c3ccc(F)cc3)C2)cc1 (stereo unspecified),i,27
CCOc1ccc(N(CC(=O)Nc2c(C)n(C)n(-c3ccccc3)c2=O)S(=O)(=O)c2ccc(F)cc2)cc1,i,54
Cn1c(Nc2ccccc2)cc(=O)n(C)c1=O,i,57
O=C(CSc1nnnn1C1CC1)Nc1cccc(S(=O)(=O)N2CCCC2)c1,i,52
CC(C)[C@H](NC(=O)c1ccccc1)C(=O)OCC(=O)c1ccc(S(=O)(=O)N2CCCCC2)cc1,i,23
CC1CN(C(=O)COC(=O)c2ccc(Cl)c(N)c2)CC(C)O1 (stereo unspecified),i,20
Cc1cc(OC(C)C(=O)NCc2cccnc2)c2c(C)c(C)c(=O)oc2c1 (stereo unspecified),i,12
NS(=O)(=O)c1ccc(NC(=S)N2CCc3ccccc32)cc1,i,66

# Later entries.
SMILES,T cell modulator,T cell modulator vesicle-bound %
Cc1cccc(N(C(=O)CNC(=O)c2ccco2)C(C(=O)NC2CCCC2)c2cccnc2)c1C (stereo unspecified),i,36
CCOC(=O)CCC(=O)Nc1cc(S(=O)(=O)N2CCOCC2)ccc1N1CCCCC1,i,31
CC(=O)Nc1ccc(C(=O)Nc2cccc(S(=O)(=O)NC3=NCCC3)c2)cc1,i,54
CN(Cc1ccccc1Br)C(=O)CSc1nnnn1C1CC1,i,49
C=CC[C@H](CC(=O)N(CCO)Cc1ccccc1)C(=O)NCCOC(=O)[C@@H](CC=C)CC(=O)OC(C)(C)C,i,10
CN(CC(=O)Nc1cccc(F)c1)CC(=O)N1CCCCC1,i,40
COc1ccc(C=O)cc1C1=CC(=O)C[C@H](c2ccc(Cl)cc2)C1,i,44

# Structures listed so far that contain a Cl atom:
SMILES,T cell modulator,T cell modulator vesicle-bound %
O=C(O)CN1C(=O)/C(=C2\C(=O)N(Cc3ccccc3Cl)c3ccccc32)SC1=S,i,40
C[C@@H]1CN([C@H](C)CO)C(=O)Cc2cc(NC(=O)Cn3cnnn3)ccc2O[C@@H]1CN(C)Cc1ccc(Cl)c(Cl)c1,i,13
O=C(c1cc(Cl)nc2ccccc12)N1CCN(Cc2ccc3c(c2)OCO3)CC1,i,5
O=C(N/N=C/c1ccc2c(c1)OCO2)c1ccc(Cl)cc1Cl,i,29
Cc1cc(=O)oc2cc(OCC(=O)N3CCOCC3)c(Cl)cc12,i,7
O=C(Nc1ccc(Cl)cc1)c1ccc2snnc2c1,i,22
O=C(NCc1nnc2c(C(F)(F)F)cc(Cl)cn12)c1cccnc1,i,3
COc1ccc(NC(=O)CSCC(=O)Nc2cc(Cl)ccc2N2CCOCC2)cc1,i,43
CCN(CC)CCCNC(=O)C1CCC(CNS(=O)(=O)c2ccc(Cl)cc2)CC1 (stereo unspecified),i,20
C[C@H](NC(=O)[C@@H]1CSC2c3ccccc3C(=O)N21)C(=O)NCc1c(F)cccc1Cl (stereo partly specified),i,20
CC1CN(C(=O)COC(=O)c2ccc(Cl)c(N)c2)CC(C)O1 (stereo unspecified),i,20
COc1ccc(C=O)cc1C1=CC(=O)C[C@H](c2ccc(Cl)cc2)C1,i,44

# Not all compounds are listed, so the mix of outcomes need not match the whole.
